Screening results deposited in PubChem by several laboratories.
MRP reversal – reverses drug resistance mediated by MRP. H69AR cells + 2 uM doxorubicin, CellTiter-Glo, 72 h. differential viability (reversal), % at 10 µM. 0.04% of 85,000 active. AID 602;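 active = viability drop by adding the cancer drug above about 55%, with treated viability meeting a 40% cutoff, limit read from the data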;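 also: viability without doxorubicin minus viability with 2 µM doxorubicin for each compound; larger differential means the compound sensitizes cells more to doxorubicin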
PLAP inhibitors HTS – inhibition of human placental alkaline phosphatase – biochemical, luminescence, HTS (AID 690) | 0.08% of 96,000 active | purified PLAP, luminescent substrate; higher % means a stronger effect | one-dose inhibition, % at 20 µM; IC50 in µM for titrated hits; in the data active = a potency from the dose series; inactive = the rest, 99 in 100 with inhibition below about 30%; also: strong numbers were not always called active
NFkB transloc inh – blocks IL-1B driven NFkB nuclear translocation in HUVEC cells; HUVEC IL-1B NFkB p65 nuclear translocation imaging; inhibition, % at 2 µM; 0.43% of 94,000 active; AID 796;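 active = inhibition above about 30% together with a positive call from visual inspection of the well image, limit read from the data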;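 also: nuclear over cytoplasmic p65 intensity ratio measured by imaging; 0% = IL-1B stimulated DMSO wells and 100% = unstimulated DMSO wells; values of inactives mirror those of a sister screen read the other way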
Bcl-B TR3 displacers – displacers of TR3 peptide from Bcl-B, primary screen, selectivity assay for Bfl-1 inhibitor project, biochemical, fluorescence polarization; AID 748; 0.11% of 96,000 active; FP displacement of FITC-TR3 peptide from Bcl-B; higher % means a stronger effect; one-dose displacement, % at 20 µM; IC50 in µM for titrated hits;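 active = displacement above 50% at 20 µM plus a fluorescence interference ratio under 1.5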;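 also: plate controls were wells without compound for no effect and wells lacking Bcl-B protein for full effect; a part of the inactive calls stands beside numbers as strong as those of hits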
IL1B NFkB pot – enhances IL-1B driven NFkB nuclear translocation; AID 819; HUVEC IL-1B NFkB p65 nuclear translocation imaging; 0.3% of 94,000 active; activation, % at 2 µM;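 active = activation above 40%, about the mean plus 3 SD, also judged a hit on visual image review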;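 also: percent activation is computed from the nuclear over cytoplasmic p65 intensity ratio; values of inactives mirror those of a sister screen read the other way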
MRP reversal cytotoxicity – also measured in MRP reversal; calls as there; viability, %; H69AR cells, CellTiter-Glo, 72 h; measured here: cytotoxicity without doxorubicin
MRP reversal with doxorubicin – also measured in MRP reversal; calls as there; viability, %; measured here: viability with 2 uM doxorubicin; stronger effect = lower value
NFkB transloc inh cell count 2 µM – recorded beside NFkB transloc inh, whose call it bears; cell count; measured here: cells passing quality filter;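 raw number of nuclei counted in each imaged well without normalization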
IL1B NFkB pot cell count 2 µM – second read-out of IL1B NFkB pot, no call of its own (marks repeat the call); cell count; measured here: cells passing quality filter
* marks the source's active call; other numbers are inactive results; · = not tested or not shown. Not all compounds are listed; the hit share may differ from the screen's.

SMILES	MRP reversal	MRP reversal cytotoxicity	MRP reversal with doxorubicin	PLAP inhibitors HTS	NFkB transloc inh	NFkB transloc inh cell count 2 µM	Bcl-B TR3 displacers	IL1B NFkB pot	IL1B NFkB pot cell count 2 µM
CCOC(=O)C(C)n1nc(/C=C/c2ccccc2)ccc1=O (configuration not stated)	·	·	·	-33%	-2	113	3%	2	113
CCOC(=O)C(CCCCCOc1ccc([N+](=O)[O-])cc1)C(=O)OCC	·	·	·	-37%	8	127	0%	-8	127
Fc1cccc(CSc2ncnc3c2oc2ccccc23)c1	5	95	89	14%	-13	188	-3%	13	188
Cc1ccc(S(=O)(=O)CC(O)CN2CCCC2=O)cc1 (configuration not stated)	·	·	·	-1%	-7	154	-4%	7	154
Cc1nc2ccc(S(=O)(=O)NC(CC(C)C)C(=O)O)cc2s1 (configuration not stated)	2	89	87	6%	-10	99	6%	9	99
O=C(Cn1nnc(-c2ccccc2)n1)NCc1ccco1	8	107	98	2%	-5	147	4%	-15	40
C=Cc1cccc(NC(=O)COc2ccccc2)c1	-12	63	75	23%	6	100	-5%	-7	100
CC(c1ccco1)N(Cc1ccco1)C(=O)Nc1ccccc1 (configuration not stated)	7	85	78	-22%	5	77	5%	-5	77
Cc1ccc2cccc(S(=O)(=O)N3CCN(c4ccccc4F)CC3)c2n1	·	·	·	·	11	190	·	-11	190
CN(CC(=O)Nc1ccc(C#N)cc1)Cc1ccc(Cl)cc1Cl	·	·	·	-56%	-38	183	-4%	38	183
COc1ccc(-c2cc3nc(C)cc(N4CC(C)CC(C)C4)n3n2)cc1 (configuration not stated)	7	90	83	·	22	113	·	-22	113
CC(NC(=O)NC12CC3CC(CC(C3)C1)C2)C1CCCO1 (configuration not stated)	7	95	89	·	-15	153	·	15	153
O=C1c2ccccc2NC(c2ccc(-c3ccc(Br)cc3)o2)N1O (configuration not stated)	·	·	·	6%	6	196	-10%	-6	196
O=c1oc(-c2cccs2)nc2ccc(Br)cc12	-4	95	99	-13%	14	152	0%	-14	152
COc1ccc(CCNC(=O)C2CCN(S(=O)(=O)c3cc(OC)ccc3OC)CC2)cc1	6	93	88	-2%	-6	156	0%	6	156
CCC(=O)Nc1cccc(-c2cnc3ccccc3n2)c1	-1	77	78	-28%	-7	175	14%	7	175
CC1Cc2ccccc2N1C(=O)c1cnsn1 (configuration not stated)	1	84	83	28%	-8	55	6%	8	55
Cc1nc2c(cnn2-c2ccccc2Cl)c(=O)n1-c1ccc(C(C)C)cc1	-17	49	66	-18%	-1	154	11%	6	65
CCOC(=O)c1ccc(CSc2nnc(C)n2N)o1	3	98	96	8%	2	129	-3%	-2	129
O=C(Nc1cccc(-c2cnc3ccccc3n2)c1)c1ccccc1	·	·	·	13%	4	130	2%	-4	130
Cc1cccc(C(CC(=O)O)n2cccc2)c1 (configuration not stated)	7	93	85	-59%	4	61	22%	-4	61
COc1ccc(NC(=O)CCNS(=O)(=O)c2ccc3c(c2)c(=O)n(C)c(=O)n3C)cc1	·	·	·	-14%	-8	177	36%	8	177
CC(C(=O)N1CCCCC1)N1C(=O)c2ccccc2C1=O (configuration not stated)	-4	91	94	26%	-4	122	-3%	4	122
N#Cc1nc(-c2cccc(Cl)c2)oc1NCc1cccnc1	-24	58	82	-97%	-21	138	12%	21	138
CC(=O)c1c(C)[nH]c(C(=O)N2c3ccccc3CC2C)c1C (configuration not stated)	10	104	94	-28%	3	133	-1%	-3	133
CCOc1ccc(NS(=O)(=O)c2ccc3[nH]cc(C(=O)NCC4CCCO4)c(=O)c3c2)cc1 (configuration not stated)	2	98	96	·	5	162	-5%	-5	162
C=CCn1c(Cc2c[nH]c3ccccc23)nnc1SCC(=O)NCc1ccccc1	-18	73	90	2%	-2	187	6%	2	187
CCNC(=O)Cn1cc(C#N)c2ccccc21	-1	88	89	·	8	80	·	-8	80
N#CC1=C(Nc2ccc(Br)cc2)CCC1	11	93	82	-9%	-37	189	7%	37	189
O=C(OCC(=O)N1c2ccccc2Sc2ccccc21)C1CC(=O)N(Cc2ccco2)C1 (configuration not stated)	11	83	72	-61%	-30	176	3%	30	176
Cc1nnc(SCc2ccc(F)cc2Cl)s1	-2	89	91	0%	7	184	3%	-7	184
COc1cc(OC)cc(C(=O)Nn2c(C)nc3ccccc3c2=O)c1	-11	96	107	21%	6	102	-1%	-6	102
CCOC(=O)C1C(=O)NC(N2CCCCC2)=NC1c1ccco1 (configuration not stated)	-4	75	80	-3%	2	133	-4%	-2	133
Cc1cccnc1NCC(O)COc1ccccc1 (configuration not stated)	11	87	76	20%	14	121	-7%	-14	121
N#CCSc1nnc2sc3ccccc3n12	5	92	87	-1%	-15	166	11%	15	166
COc1ccccc1N(CC(=O)N/N=C/c1ccc(OCC(=O)NCc2ccco2)cc1)S(=O)(=O)c1ccc(C)cc1	·	·	·	-98%	6	131	-22%	-6	131
CCCc1c(C)[nH]c2ccccc2c1=O	12	87	76	16%	·	·	9%	·	·
C=CCNC(=O)CCCCCNS(=O)(=O)c1ccc(OC)cc1	-28	46	74	-17%	12	113	1%	-12	113
CCc1cccc(NC(=O)c2ccc(NS(=O)(=O)c3c(C)noc3C)cc2)c1	·	·	·	-29%	-4	205	2%	4	205
CCC1(C)Cc2c(C#N)c(N)n(N)c(=S)c2CO1 (configuration not stated)	12	85	73	·	-2	137	·	2	137
COCCCn1c2nc3ccccc3nc2c2c(=O)n(Cc3cccs3)cnc21	-8	78	86	-6%	6	163	3%	-6	163
Cc1ccc(NC(=S)NCc2cccnc2)cc1	·	·	·	11%	-4	149	9%	4	149
CCOC(=O)c1cc(NC(=O)N2CCCc3ccccc32)c(C)nc1C	-8	74	82	-89%	1	187	-9%	-1	187
Cc1ccc(S(=O)(=O)Nc2ccc3nc(C)sc3c2)cc1	6	95	89	-5%	-14	155	-1%	14	155
Cc1nn(C)c(C)c1S(=O)(=O)N1CCCC(C(=O)NCC2COc3ccccc3O2)C1 (configuration not stated)	6	93	87	-23%	10	144	-3%	-10	144
O=C(NC1CCCCCC1)C1CCN(C(=O)Cc2ccccc2)CC1	11	97	86	8%	-7	62	7%	7	62
CC(C)Oc1c(Cl)cc(CNC(C)(C)CO)cc1Cl	-5	83	89	-3%	7	135	-11%	-7	135
CCCC(C)C(=O)Nc1ccncc1 (configuration not stated)	-17	89	106	·	-1	154	·	1	154
CCN(CC)c1ccc(NC(=O)Nc2ccccc2C(F)(F)F)cc1	·	·	·	5%	-6	162	-17%	6	162
COC(=O)c1c(-c2ccco2)csc1NC(=O)C1CC=CCC1C(=O)O (configuration not stated)	8	80	73	-8%	2	186	-8%	-2	186
Cc1cc(Br)ccc1OCCCCNCCO	·	·	·	7%	12	138	-8%	-12	138
COc1ccc(Cl)c(NC(=O)Nc2c(C)n(-c3ccccc3)c(=O)n2C)c1	1	74	73	-35%	-13	143	-4%	13	143
COc1ccc(CSC2=NCCN2)cc1Cl	5	86	80	14%	-9	199	5%	9	199
O=C(Nc1nc(-c2cc3ccccc3oc2=O)cs1)c1ccc(Br)o1	-5	101	106	-32%	-14	108	8%	14	108
COc1cc(SC#N)ccc1N=Cc1c(C)[nH]n(-c2ccc(Cl)cc2)c1=O	·	·	·	-20%	-8	162	-21%	8	162
O=C(CSc1cn(Cc2ccccc2)c2ccccc12)Nc1nccs1	17	101	85	30%	-1	61	20%	1	61
CCOC(=O)c1sc(NC(=O)C2CC=CCC2C(=O)O)nc1C (configuration not stated)	-12	84	96	-7%	-16	158	14%	16	158
Cc1nnc(SCC(=O)N/N=C/c2cn(-c3ccccc3)nc2-c2ccccc2)n1-c1ccccc1	·	·	·	-40%	3	107	-4%	-3	107
Cc1nn(-c2ccccc2)c(Cl)c1/C=N/NC(=O)c1ccco1	·	·	·	10%	-16	146	-4%	17	146
CCOC(=O)c1cn(-c2ccc(F)c(F)c2)c2c(F)c(F)c(F)c(F)c2c1=O	·	·	·	-1%	4	105	-1%	-4	105
The results go on:
SMILES	MRP reversal	MRP reversal cytotoxicity	MRP reversal with doxorubicin	PLAP inhibitors HTS	NFkB transloc inh	NFkB transloc inh cell count 2 µM	Bcl-B TR3 displacers	IL1B NFkB pot	IL1B NFkB pot cell count 2 µM
CC(C)c1ccc(NC(=O)C(c2ccc3c(c2)OCO3)N2CCC3(CC2)OCCO3)cc1 (configuration not stated)	4	100	96	-65%	·	·	-4%	·	·
Cc1ccc(Cn2c(=O)cc(C(=O)O)c3ccccc32)cc1	·	·	·	2%	11	109	-5%	-11	109
CCOC(=O)c1ccc(NC(=O)CSc2nnc(Cc3cccs3)n2C)cc1	11	96	85	-7%	-5	173	-5%	5	173
Cc1ccccc1C(=O)NC(C)C(c1cccs1)N1CCOCC1 (configuration not stated)	6	86	80	-13%	12	152	1%	-12	152
COc1cccc(-n2sc3c(c2=S)-c2cc(OC)ccc2NC3(C)C)c1	·	·	·	0%	·	·	7%	·	·
O=C1c2cccnc2C(=O)N1Cc1ccco1	9	91	82	-18%	·	·	-10%	·	·
COC(=O)c1c(C)c2c(C)cc3ccccn3c-2c1C(=O)OC	·	·	·	-5%	3	135	30%	-3	135
CCOc1cccc2cc(-c3cn4cc(C)ccc4n3)c(=O)oc12	·	·	·	-2%	-20	78	-12%	20	78
CSc1nnc(-c2sc(-c3ccccc3)nc2C)n1C	·	·	·	13%	-8	138	-7%	8	138

Among those listed so far, these contain a Cl atom.
SMILES	MRP reversal	MRP reversal cytotoxicity	MRP reversal with doxorubicin	PLAP inhibitors HTS	NFkB transloc inh	NFkB transloc inh cell count 2 µM	Bcl-B TR3 displacers	IL1B NFkB pot	IL1B NFkB pot cell count 2 µM
CN(CC(=O)Nc1ccc(C#N)cc1)Cc1ccc(Cl)cc1Cl	·	·	·	-56%	-38	183	-4%	38	183
Cc1nc2c(cnn2-c2ccccc2Cl)c(=O)n1-c1ccc(C(C)C)cc1	-17	49	66	-18%	-1	154	11%	6	65
N#Cc1nc(-c2cccc(Cl)c2)oc1NCc1cccnc1	-24	58	82	-97%	-21	138	12%	21	138
Cc1nnc(SCc2ccc(F)cc2Cl)s1	-2	89	91	0%	7	184	3%	-7	184
CC(C)Oc1c(Cl)cc(CNC(C)(C)CO)cc1Cl	-5	83	89	-3%	7	135	-11%	-7	135
COc1ccc(Cl)c(NC(=O)Nc2c(C)n(-c3ccccc3)c(=O)n2C)c1	1	74	73	-35%	-13	143	-4%	13	143
COc1ccc(CSC2=NCCN2)cc1Cl	5	86	80	14%	-9	199	5%	9	199
COc1cc(SC#N)ccc1N=Cc1c(C)[nH]n(-c2ccc(Cl)cc2)c1=O	·	·	·	-20%	-8	162	-21%	8	162
Cc1nn(-c2ccccc2)c(Cl)c1/C=N/NC(=O)c1ccco1	·	·	·	10%	-16	146	-4%	17	146
